Pol III holo inh = blocks replication by bacterial DNA polymerase III holoenzyme. reconstituted DNA polymerase III holoenzyme replication, biochemical. Potency, µM (top dose mostly 57.1 µM), for the others: top-dose activity change, negative = inhibition. hit rate 0.25% among 71,000. AID 603; also: potency is read from the fitted curve at half-maximal effect; % is scaled to controls: 0 for no effect and ±100 for the full control effect
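Reconstituted *E. coli* holoenzyme (0.35 nM Pol III, 1 nM beta, 154 nM SSB, 2 nM primase) was preincubated with compound for 15 min at RT. Synthesis on 1.4 nM ssM13Gori ran 35 min, then was stopped with PicoGreen/EDTA and read as dsDNA fluorescence.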
UbGFP stabilizer = ubiquitin-GFP accumulation via proteasome inhibition. 67,000 tested, under 10 active. Potency, µM (titrated, usually from 45.9 µM), for inactives: top-dose activation (GFP accumulation), actives largely listed as activators. Ubiquitin-GFP reporter cells, proteasome inhibition, GFP fluorescence; response scale: untreated = 0%, 10 µM MG-132 = 100%; active = well fitted activation curve with a large enough effect, not every such curve was filed as active; inconclusive = small, poorly fitted or top-dose-only effect, or another doubt; inactive = no such curve, though single readings can be large or run the other way; also: potency is read from the fitted curve at half-maximal effect
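Reporter cells (U2OS, ubiquitin-G76V-GFP fusion) are plated overnight, then treated 4 hr at 37 °C with compound titrations from 46 uM down to 2.9 nM. Activity is scaled against untreated cells and 10 uM MG-132.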
CRE-bla Fsk = alters forskolin-stimulated CRE reporter signaling in CHO cells. CHO CRE-bla reporter (cAMP response element driving beta-lactamase), forskolin EC10, beta-lactamase ratio. Potency, µM (highest dose often 38.2 µM), for the others: top-dose activity change, negative = inhibition, actives largely listed as activators. hit rate 2.5% among 71,000. AID 662; active = well fitted activation curve with a large enough effect in the signal ratio, with a control signal flat, not every such curve was filed as active; inconclusive = small, poorly fitted or top-dose-only effect, or effect the other way, or a change in a side signal; the % refers to the signal ratio; also: potency is read from the fitted curve at half-maximal effect; % of control where 0% means no effect
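Forskolin analogue NKH 477 at EC10 stimulated CRE-driven beta-lactamase in CHO cells alongside compound dilution series. Beta-lactamase was measured with CCF4, excitation 405 nm, emission ratio 460/530 nm.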
HBB splice mod = modulators of hemoglobin beta chain splicing; HBB splicing reporter cell assay, activation; EGFP reporter with mutant IVS2-654 intron; response scale: normalised to 500 nM splice-correcting PNA; Potency, µM (top dose mostly 46.1 µM), without a hit: at the top dose activation, usual class: activators; hit rate 0.06% among 65,000; also: potency is read from the fitted curve at half-maximal effect; 0% is about no effect
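Compounds were applied for 2 days to HeLa EGFP-654 cells, 500/well in Optimem with 2% FCS. The reporter's EGFP is disrupted by mis-splicing of beta-globin intron IVS2-654. Readout: summed well GFP fluorescence from 488 nm laser scanning; reference was 500 nM antisense […] 654 PNA.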
Tau filament bind = binds recombinant human tau filaments; P10636; recombinant tau filaments, thioflavin S fluorescence, 15 h; filaments grown with octadecylsulfate alongside compound; Potency, µM (highest dose often 57.1 µM), for the others: top-dose activity change, negative = inhibition; hit rate 2% among 71,000; AID 596;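 also: potency is read from the fitted curve at half-maximal effect; % is scaled to controls: 0 for no effect and ±100 for the full control effect; actives lower thioflavin S fluorescence by blocking filaments or displacing dye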
Target sequence (P10636 whole entry, looked up): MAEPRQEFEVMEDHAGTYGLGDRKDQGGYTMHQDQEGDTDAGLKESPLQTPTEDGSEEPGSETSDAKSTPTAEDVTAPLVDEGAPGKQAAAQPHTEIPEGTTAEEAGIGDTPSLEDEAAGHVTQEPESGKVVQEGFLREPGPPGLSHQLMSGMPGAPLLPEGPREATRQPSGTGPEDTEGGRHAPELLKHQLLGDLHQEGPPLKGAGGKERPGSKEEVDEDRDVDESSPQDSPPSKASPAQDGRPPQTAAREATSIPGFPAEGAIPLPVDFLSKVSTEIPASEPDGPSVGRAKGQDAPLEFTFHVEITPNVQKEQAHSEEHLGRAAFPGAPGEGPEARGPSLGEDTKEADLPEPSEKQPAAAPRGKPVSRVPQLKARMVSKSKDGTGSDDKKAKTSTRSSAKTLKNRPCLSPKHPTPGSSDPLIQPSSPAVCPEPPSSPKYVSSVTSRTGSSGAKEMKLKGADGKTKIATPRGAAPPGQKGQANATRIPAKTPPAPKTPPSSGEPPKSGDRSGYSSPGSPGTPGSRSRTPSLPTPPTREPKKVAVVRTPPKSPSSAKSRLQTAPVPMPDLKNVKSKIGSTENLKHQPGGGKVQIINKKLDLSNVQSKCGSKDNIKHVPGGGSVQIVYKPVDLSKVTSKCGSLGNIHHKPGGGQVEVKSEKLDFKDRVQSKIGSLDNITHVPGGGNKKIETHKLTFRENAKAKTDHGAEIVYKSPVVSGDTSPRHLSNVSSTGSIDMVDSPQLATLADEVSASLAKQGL
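Assay mix: 1 uM His-tagged tau, 30 uM sodium octadecylsulfate, thioflavine S dye in HEPES/NaCl/DTT buffer. Compound is added prior to the inducer. Fluorescence after 15 h at 37 C.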
15-hLO inh = inhibitors of human 15-lipoxygenase (ALOX15); P16050; purified 15hLO-1, xylenol orange hydroperoxide absorbance; Potency, µM (highest dose often 57.1 µM), for the others: at the highest dose activity change, negative = inhibition, actives largely listed as inhibitors; hit rate 1.4% among 74,000; AID 887; also: potency is read from the fitted curve at half-maximal effect; % is scaled to controls: 0 for no effect and ±100 for the full control effect; nearly all actives have a fitted effect of over 55% in size
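Quantitative HTS in 25 mM Hepes pH 7.5 containing 0.01% Triton X-100: human 15hLO-1 at 40 nM, arachidonic acid at 50 uM, 6 min turnover. Product quantified via ferrous oxidation/xylenol orange, 573:405 nm absorbance ratio.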
HADH2 inh = blocks human hydroxyacyl-CoA dehydrogenase type II; Potency, µM (doses to about 57.1 µM), for the others: at the top dose activity change, negative = inhibition, hits mostly inhibitors; Q99714; hit rate 3.4% among 73,000; recombinant HADH2, NADH fluorescence, beta-hydroxybutyryl-CoA; also: potency is read from the fitted curve at half-maximal effect; % is scaled to controls: 0 for no effect and ±100 for the full control effect; nearly all actives have a fitted effect of over 60% in size; many of its hits are not listed in these tables
Target sequence (Q99714 whole entry, looked up, one chain of several): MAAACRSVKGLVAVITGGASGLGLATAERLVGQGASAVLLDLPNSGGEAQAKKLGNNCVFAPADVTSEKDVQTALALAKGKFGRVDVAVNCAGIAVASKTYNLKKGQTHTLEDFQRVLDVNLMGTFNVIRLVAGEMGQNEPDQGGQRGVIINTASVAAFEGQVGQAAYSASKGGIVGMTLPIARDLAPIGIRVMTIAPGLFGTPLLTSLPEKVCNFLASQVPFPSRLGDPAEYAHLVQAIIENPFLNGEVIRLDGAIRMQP
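Read-out: 360 nm excitation, 450 nm emission, kinetic over 4 min. Conditions: His-tagged human HADH2 20 nM, pH 9.0 Tris with Tween-20, 1 mM NAD+, 90 uM beta-hydroxybutyryl-CoA.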
ERK AVP inh = blocks ERK signaling stimulated by vasopressin. AID 995. HEK293-V1b, vasopressin-stimulated pERK AlphaScreen. hit rate 0.99% among 72,000. Potency, µM (titrated, usually from 57.5 µM), inactives show at the highest dose activity, negative = inhibition, usual class: inhibitors; also: potency is read from the fitted curve at half-maximal effect; % is scaled to controls: 0 for no effect and ±100 for the full control effect; nearly all actives have a fitted effect of over 55% in size
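V1b-HEK293 cells; cpd 30 min 37C; 25 nM vasopressin 5 min; lyse 10 min; AlphaScreen beads 5 hr RT. Normalized to DMSO basal and 25 nM vasopressin; AC50 by Hill fit.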
Luciferase inh = firefly luciferase inhibition; P08659; purified firefly luciferase, luminescence, 8 min; Potency, µM (series often up to 57.1 µM), without a hit: at the highest dose activity change, negative = inhibition, actives largely listed as inhibitors; hit rate 2.2% among 72,000; also: potency is read from the fitted curve at half-maximal effect; % is scaled to controls: 0 for no effect and ±100 for the full control effect; nearly all actives have a fitted effect of over 40% in size
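Titration-based qHTS; buffer 50 mM imidazole pH 7.2, 50 mM KCl, 7 mM MgCl2, 10 uM ATP, 0.01% Tween 20, 0.05% BSA; luciferase/luciferin detector mix added after compound; 8 min, ambient; luminescence.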
Epigenetic mod = epigenetic GFP locus derepression in mouse cells. mouse C127i GFP locus derepression, cytometry, 30 h. AID 597. Potency, µM (titrated, usually from 46.1 µM), for inactives: at the highest dose GFP derepression (activation). hit rate 0.09% among 68,000; also: % of control where 0% means no effect
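Murine C127i mammary cells carrying a silenced, stably integrated CMV-driven GFP reporter were treated with compound for 30 hours at 37 C. After PBS washes, GFP-positive cells were counted by laser-scanning microplate cytometry.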
Hsp90 Hop PPI = changes Hsp90-Hop TPR2A binding signal, up or down | hit rate 0.44% among 71,000 | AlphaScreen TPR2A-His6 binding biotin-Hsp90 C-terminal peptide | Potency, µM (top dose mostly 57 µM), inactives show at the top dose activity change, negative = inhibition; active = well fitted curve in either direction with a large enough effect; inconclusive = small, poorly fitted or top-dose-only effect, or another doubt; also: potency is read from the fitted curve at half-maximal effect; % is scaled to controls: 0 for no effect and ±100 for the full control effect; many of its hits are not listed in these tables
Numbers without * were called inactive; ? = inconclusive; · = not tested or not shown; [ ] = remark or other dose. Unless noted, calls follow the shape of the dose curve; as a rule, active = well fitted curve in the direction sought with a large enough effect; inconclusive = small, poorly fitted or top-dose-only effect, or another doubt; inactive = no such curve, though single readings can be large; an effect the other way counts as inactive or inconclusive. Not all compounds are listed; the hit share may differ from the screen's.

nr	Structure	15-hLO inh	Pol III holo inh	Luciferase inh	HADH2 inh	CRE-bla Fsk	HBB splice mod	Hsp90 Hop PPI	Tau filament bind	Epigenetic mod	UbGFP stabilizer	ERK AVP inh
1	O=C(CSc1nnc(-c2ccc(F)cc2)o1)N1CCN(C(=O)c2ccco2)CC1	0%	-6%	1%	9%	2%	·	-1%	2%	5%	5%	-1%
2	Cc1cc(C(=O)CSc2nnc(Nc3ccccc3F)s2)c(C)n1CC1CCCO1 (centres undefined)	?	9%	-17%	12%	-14%	-0.3%[57.5 µM]	-12%	15%	1%	-1%	19%
3	COc1cccc([C@@H]2Oc3ccc(Br)cc3C(=O)[C@H]2O)c1	-9%[11.4 µM]	·	1%[11.4 µM]	1%[11.4 µM]	·	-0.9%[9.22 µM]	·	·	·	·	-2%[11.5 µM]
4	COC(=O)[C@@H]1C[C@H]1[C@@H](NC(=O)c1cccnc1)c1ccccc1	·	-2%	·	-2%	2%	3.1%	-5%	0%	·	·	8%
5	Cc1ccc(N2CCN(CCc3nc4cc(NC(=O)c5ccco5)ccc4n3C)CC2)cc1	11%	6%	-1%	-5%	-20%	-2.9%[0.369 µM]	-10%	236%	2%	-4%	-23%
6	O=C(CN1C(=O)CCC1=O)Nc1nc(-c2ccc(Cl)s2)cs1	-7%	2%	2%	-10%	?	0.3%[57.5 µM]	-5%	0%	5%	-5%	-5%
7	COC(=O)C/C=C\[C@@H](C)[C@@H]1C=C[C@H](OC(C)=O)[C@H](COC(C)=O)O1	8%[11.4 µM]	·	1%[11.4 µM]	-7%[11.4 µM]	·	1.3%[9.22 µM]	·	·	·	·	23%[11.5 µM]
8	CSc1nccn1CC(=O)Nc1ccc(F)cc1	0%	4%	-4%	3%	?	-3.7%	-2%	15%	1%	-7%	-15%
9	O=C(O)NCC1CCCCC1 (tested in a mixture with another compound)	3%[11.4 µM]	-2%[11.4 µM]	0%[11.4 µM]	7%[11.4 µM]	-5%[7.6 µM]	-0.2%[9.22 µM]	-2%[11 µM]	2%[11.4 µM]	0%[9.22 µM]	-1%[9.17 µM]	-4%[11.5 µM]
10	Cc1csc(SCC(=O)Nc2ccc(Cl)cn2)n1	-3%	2%	0%	18%	-10%	-2.6%	1%	-13%	-1%	-2%	18%
11	COc1ccc(OC)c(S(=O)(=O)N2CCC(C(=O)Nc3cccc(C)c3C)CC2)c1	-6%	3%	1%	12%	-10%	2.7%	1%	-20%	-2%	-2%	-13%
12	CCNC(=O)CC1C(=O)N(c2cccc(OC)c2)C(=O)N1CCOC (centres undefined)	7%	12%	1%	2%	-5%	0.7%	-7%	2%	9%	-6%	-4%
13	CCP(=O)(c1ccccc1)C(C)(C)O (centres undefined)	2%	-4%	2%	0%	0%	-1.6%	-2%	-6%	-3%	-1%	-8%
14	CC1SC(c2cccc(Cl)c2)NC1=O (centres undefined)	8%	-7%	1%	3%	-2%	1.4%	-2%	0%	-6%	11%	-20%
15	CC(=O)N[C@@H](CC(=O)O)C(=O)O	4%[25.6 µM]	-2%[25.6 µM]	-3%[25.5 µM]	-3%[25.6 µM]	-1%[17.1 µM]	1.1%[20.6 µM]	-6%[26 µM]	15%[25.6 µM]	-2%[20.6 µM]	-6%[20.5 µM]	-9%[25.7 µM]
16	Oc1ccccc1C1=Nc2ncnn2C(c2ccc(F)cc2)C1 (centres undefined)	?	-4%	-1%	?	4%	3.8%[0.369 µM]	-5%	-24%	2%	-6%	-19%
17	Cc1cccc2sc(NC(=O)CCNS(=O)(=O)c3cccc4nonc34)nc12	-17%	-2%	-1%	13%	-2%	-0.8%	-5%	-11%	2%	2%	16%
18	COc1ccc(NC(=O)Cn2nnc(-c3ccccc3NC(=O)c3cccs3)n2)cc1	-24%	1%	-33%	120%[activator]	?	-3.8%	-1%	56%	4%	-2%	3%
19	CC1(C)OC(=O)C(=CNCC(=O)NCC(=O)O)C(=O)O1	5%	-2%	-1%	-4%	-3%	0.9%[0.369 µM]	-5%	-5%	-1%	-1%	-8%
20	CCOc1ccc(S(=O)(=O)N2CCN(c3ccc(C)cc3C)CC2)cc1	-15%	0%	3%	-4%	?	-0.8%	?	-6%	·	-7%	·
21	CCCCC(=O)NCCc1cc2c(OC)ccc(OC)c2[nH]c1=O	4%	-6%	-1%	2%	11%	-1.4%	0%	0%	4%	27%	-2%
22	CC(CC(=O)O)(CC(=O)O)c1ccccc1	-5%[11.4 µM]	-7%[11.4 µM]	2%[11.4 µM]	-3%[11.4 µM]	8%[7.6 µM]	4.5%[9.22 µM]	-5%[11 µM]	1%[11.4 µM]	5%[9.22 µM]	-1%[9.17 µM]	9%[11.5 µM]
23	N#CNC(N)=Nc1ccc(Cl)cc1	-1%[11.4 µM]	-5%[11.4 µM]	2%[11.4 µM]	-7%[11.4 µM]	-1%[7.6 µM]	-0.8%[9.22 µM]	-5%[11 µM]	-6%[11.4 µM]	9%[9.22 µM]	-6%[9.17 µM]	17%[11.5 µM]
24	CCCc1nc2ccccc2c(=O)n1-c1c(C)n(C)n(-c2ccccc2)c1=O	13%	3%	2%	3%	?	0.0%	-6%	-2%	3%	-3%	-6%
25	O=C1c2ccccc2C(=O)N1CCSc1nnc(-c2ccco2)n1Cc1ccccc1	?	-9%	1%	-12%	?	-2.2%	?	-23%	-1%	1%	?
26	O=C1CC(N2CCN(c3ccccc3F)CC2)C(=O)N1c1ccc2c(c1)OCCO2 (centres undefined)	-11%	-5%	6%	32%[activator]	?	-8.4%	-3%	-4%	2%	-2%	-15%
27	CCOC(=O)N1CCN(C(=O)c2cc(C)no2)CC1	1%	-1%	4%	0%	-15%	0.2%	1%	-13%	0%	11%	-6%
28	Cc1ccc(C)n1CCN1CCN(C(=O)c2ccco2)CC1	?	-18%	0%	3%	-3%	0.4%	-1%	32%	2%	-3%	-10%
29	CC(/C(O)=C(\C#N)c1nc2ccccc2n1C)N1C(=O)c2ccccc2C1=O (centres undefined)	18%	-1%	0%	-3%	3%	0.5%[57.5 µM]	0%	6%	0%	-4%	-23%
30	COc1ccc(CCNC[C@H](O)c2ccc(O)cc2)cc1OC	7%	4%	0%	-20%	?	0.4%	-10%	-1%	-2%	1%	-5%
31	CCCCOC(=O)Nc1nc(C)c(C(=O)OCC)s1	13%	0%	-2%	-9%	11%	-1.9%	-16%	60%	-2%	-3%	11%
32	COC(=O)C1=CN(C)C=C(C(=O)OC)C1c1ccccc1Cl	-4%	-3%	1%	32µM*	?	-0.1%	6%	34%	0%	0%	9%
33	COC(=O)c1ccc(OC(=O)c2ccc(OCc3c(C)noc3C)c(OC)c2)cc1	6%	0%	1%	11%	4%	1.1%	?	-8%	0%	1%	16%
34	Cc1cc(NC(=O)Cn2cc(C(F)(F)F)cc(Cl)c2=O)no1	8%	-5%	0%	11%	-11%	0.4%	-4%	-11%	1%	0%	5%
35	COc1ccc(OC(C)C(=O)N2CCc3ccccc3C2)cc1 (centres undefined)	-3%	-1%	1%	2%	-6%	-0.4%	-1%	-2%	2%	-4%	1%
36	CC(=O)N1CCN(c2cccc(C)c2C)CC1	-1%[11.4 µM]	5%[11.4 µM]	0%	2%[11.4 µM]	1%[7.6 µM]	-0.3%[0.0738 µM]	-5%[11 µM]	-1%[11.4 µM]	-2%	-5%[9.17 µM]	-10%
37	CCc1c(C)nc(N)n2c(SCC(=O)N3CCN(c4ccccc4)CC3)nnc12	-7%	-14%	-33%	12%	?	-8.9%	-2%	2%	6%	-5%	0%
38	Cc1oc(-c2ccccc2F)nc1CS(=O)(=O)CC(=O)NCCCc1ccccc1	-3%	7%	3%	11%	-5%	0.3%	0%	106%	-3%	1%	-18%
39	COc1cccc(C2C(C(=O)NCc3ccccc3)=C(C)Nc3ncnn32)c1 (centres undefined)	3%	-1%	2%	9%	-15%	-0.1%	-3%	1%	-1%	3%	-23%
40	COc1ccc(S(=O)(=O)NC2CC(C)(C)NC(C)(C)C2)c(C)c1C	3%	3%	1%	-3%	-4%	0.0%	-3%	-2%	4%	0%	-9%

Source: PubChem BioAssay
